Screens as filed in PubChem.
EPAC1 ag – EPAC1 (human) agonism | 360,000 tested, 0.073% active | AID 720707 | EPAC1 agonist qHTS, biochemical assay; response scale: 100% = response to 6.5 mM cAMP | Potency, µM (doses to about 154 µM), without a hit: at the highest dose activation, actives largely listed as activators | O95398; also: potency is read from the fitted curve at half-maximal effect; nearly all actives have a fitted effect of over 60% in size
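Nucleotide exchange assay: 100 nM EPAC1 with 250 nM Rap1B loaded with BODIPY-GDP and 50 uM GDP, room temperature. Fluorescence (480/540 nm) read every 5 min for 30 min; signal change normalized to 6.5 mM cAMP as full agonist.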
EPAC1 antag – blocks human EPAC1 exchange factor. O95398. EPAC1 GEF assay, Rap1b-BODIPY-GDP exchange fluorescence. 360,000 tested, 0.14% active. Potency, µM (titrated, usually from 115 µM), inactives show at the highest dose activity change, negative = inhibition, most hits filed as inhibitors;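 also: potency is read from the fitted curve at half-maximal effect; plate controls were vehicle for no effect and positive control for full effect; nearly all actives have a fitted effect of over 50% in size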
WRN inhibitor – inhibitors of human WRN helicase; WRN helicase unwinding, fluorescent forked duplex, kinetic; Potency, µM (top dose mostly 114 µM), for the others: at the top dose activity change, negative = inhibition, most hits filed as inhibitors; 360,000 tested, 0.46% active; AID 651768; Q14191; also: potency is read from the fitted curve at half-maximal effect; % is scaled to controls: 0 for no effect and ±100 for the full control effect; nearly all actives have a fitted effect of over 55% in size
Target sequence (Q14191 whole entry, looked up): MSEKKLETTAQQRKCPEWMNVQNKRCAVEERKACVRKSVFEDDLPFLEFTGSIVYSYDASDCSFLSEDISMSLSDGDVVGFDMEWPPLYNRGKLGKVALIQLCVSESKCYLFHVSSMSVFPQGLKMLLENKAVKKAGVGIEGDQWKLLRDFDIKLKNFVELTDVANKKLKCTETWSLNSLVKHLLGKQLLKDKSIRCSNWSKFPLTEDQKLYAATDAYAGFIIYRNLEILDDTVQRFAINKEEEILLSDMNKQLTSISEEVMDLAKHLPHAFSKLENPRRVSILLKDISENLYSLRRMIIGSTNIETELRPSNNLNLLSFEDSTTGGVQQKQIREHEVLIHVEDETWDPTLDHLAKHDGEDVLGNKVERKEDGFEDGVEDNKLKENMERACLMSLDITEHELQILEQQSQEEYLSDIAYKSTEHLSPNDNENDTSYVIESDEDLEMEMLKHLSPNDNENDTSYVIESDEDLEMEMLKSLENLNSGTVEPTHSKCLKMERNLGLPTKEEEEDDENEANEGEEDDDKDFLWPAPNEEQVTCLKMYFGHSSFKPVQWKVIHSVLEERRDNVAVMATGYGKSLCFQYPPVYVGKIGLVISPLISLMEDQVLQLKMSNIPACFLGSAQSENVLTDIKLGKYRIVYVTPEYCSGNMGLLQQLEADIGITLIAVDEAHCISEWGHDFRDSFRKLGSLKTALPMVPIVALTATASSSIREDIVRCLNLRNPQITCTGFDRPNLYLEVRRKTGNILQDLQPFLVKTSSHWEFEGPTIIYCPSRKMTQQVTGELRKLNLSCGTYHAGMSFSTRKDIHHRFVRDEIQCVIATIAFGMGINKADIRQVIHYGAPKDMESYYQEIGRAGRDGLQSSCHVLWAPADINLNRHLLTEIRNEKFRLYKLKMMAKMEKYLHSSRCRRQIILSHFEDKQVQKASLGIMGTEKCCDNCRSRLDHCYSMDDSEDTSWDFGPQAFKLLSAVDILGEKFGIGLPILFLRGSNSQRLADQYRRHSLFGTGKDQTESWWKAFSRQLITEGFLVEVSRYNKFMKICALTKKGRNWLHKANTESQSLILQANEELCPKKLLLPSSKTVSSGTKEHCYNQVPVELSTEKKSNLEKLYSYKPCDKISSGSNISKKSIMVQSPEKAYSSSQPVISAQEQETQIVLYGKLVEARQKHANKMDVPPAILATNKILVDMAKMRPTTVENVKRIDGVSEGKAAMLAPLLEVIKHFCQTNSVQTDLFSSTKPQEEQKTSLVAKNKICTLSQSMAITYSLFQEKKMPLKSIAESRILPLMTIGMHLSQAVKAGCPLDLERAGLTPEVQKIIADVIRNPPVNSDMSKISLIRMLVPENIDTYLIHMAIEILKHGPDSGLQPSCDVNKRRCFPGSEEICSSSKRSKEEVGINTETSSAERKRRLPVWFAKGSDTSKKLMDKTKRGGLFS
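WRN at 20 nM final was preincubated with compound for 15 min at room temperature; reaction started with 100 nM forked duplex oligonucleotide carrying fluorophore and quencher plus 2 mM ATP (final). Unwinding followed kinetically by red fluorescence (ex 525/em 598 nm).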
EPAC2 antag – antagonists of human EPAC2; EPAC2 GEF exchange of Rap1B-BODIPY-GDP, fluorescence; AID 720708; Potency, µM (highest dose often 114 µM), for the others: at the highest dose activity, negative = inhibition, most hits filed as inhibitors; 360,000 tested, 0.18% active; Q8WZA2; also: potency is read from the fitted curve at half-maximal effect; % is scaled to controls: 0 for no effect and ±100 for the full control effect; nearly all actives have a fitted effect of over 45% in size; many of its hits are not listed in these tables
PI5P4K alpha inh – blocks human PI5P4K alpha kinase activity. 330,000 tested, 1.2% active. AID 652105. PI5P4Kalpha enzyme, ADP-Glo luminescence, 60 min; active compounds read low. max response, %; active = max response of -50% or lower; inconclusive = between -30% and -50%; inactive = -30% or higher; also: value at the top dose of about 77 µM; % is scaled to controls: 0 for no effect and ±100 for the full control effect
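qHTS, 1536-well: enzyme/substrate mix, compound by pin tool, 5 microM ATP final; RT 60 min; ADP-Glo reagents 1 (45 min) then 2 (30 min); luminescence.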
PLK1 PBD inh – blocks phosphopeptide binding to human PLK1 polo-box domain; 360,000 tested, 2.8% active; Plk1 PBD binding of FITC phosphopeptide, fluorescence polarization; P53350; Potency, µM, without a hit: max response, negative = inhibition, most hits filed as inhibitors; also: potency is read from the fitted curve at half-maximal effect; series mostly up to about 57 µM; % is scaled to controls: 0 for no effect and ±100 for the full control effect; nearly all actives have a fitted effect of over 65% in size
CCT modulator – modulators of cytosolic chaperonin (CCT/TRiC) activity; purified chaperonin ATPase assay, HTRF ADP detection, 30 min; activity change, % (concentration not given with the values), hits read low; 360,000 tested, 0.3% active; AID 651819; in the data active = activity change below about -30%; also: % is scaled to controls: 0 for no effect and ±100 for the full control effect
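We incubate TRiC, 40 or 20 nM final, with library compounds at 76 uM and 10 uM ATP for 30 min at 37 °C. ADP formed is detected with Transcreener HTRF reagents after 30 min at room temperature.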
Mm-Cpn inhibitor – M. maripaludis TRiC chaperonin inhibition; Potency, µM (doses to about 76.9 µM), inactives show top-dose activity, negative = inhibition, most hits filed as inhibitors; purified Mm-Cpn ATPase, ADP Transcreener TR-FRET; 330,000 tested, 0.031% active; also: potency is read from the fitted curve at half-maximal effect; % is scaled to controls: 0 for no effect and ±100 for the full control effect; nearly all actives have a fitted effect of over 80% in size
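ATP (10 uM final) was added to archaeal chaperonin (25 nM final) after 10 min exposure to test compound at 37°C; after 30 min further incubation, ADP was detected by competitive TR-FRET.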
Numbers without * were called inactive; ? = inconclusive; nt = not tested or not shown; [ ] = remark or other dose. Unless noted, calls follow the shape of the dose curve; as a rule, active = well fitted curve in the direction sought with a large enough effect; inconclusive = small, poorly fitted or top-dose-only effect, or another doubt; inactive = no such curve, though single readings can be large; an effect the other way counts as inactive or inconclusive. Some of the compounds tested; rates above refer to the full screens.

Start of the listing, in advance, ten compounds:
SMILES	EPAC1 ag	EPAC1 antag	WRN inhibitor	EPAC2 antag	PI5P4K alpha inh	PLK1 PBD inh	CCT modulator	Mm-Cpn inhibitor
Cc1ccc2nc(-c3ccc(NC(=O)c4cccnc4)cc3)oc2c1	10%	-5%	-7%	4%	6	-5%	-2.5	-6%
O=[N+]([O-])c1cc(C(F)(F)F)cc([N+](=O)[O-])c1N1CCN(S(=O)(=O)c2ccccc2)CC1	3%	-10%	-26%[57.1 µM]	-6%	-4	-2%	-1.1	-1%
O=C(/C=C/N1CCOCC1)c1cc2ccccc2o1	-1%	-9%	-36%	-4%	?	-7%	-3.0	-11%
O=[N+]([O-])c1ccc(N2CCSCC2)cc1O	10%	-27%	3%	2%	-3	2%	1.7	-2%
O=C(CC1OC(=O)c2ccccc21)Nc1cccc(S(=O)(=O)N2CCCCCC2)c1 (stereo not given)	4%	-2%	-12%	-7%	-8	8%	-0.4	1%
COC(C[C@@H]1O[C@@H]1[C@@H](O)COCc1ccccc1)OC	-16%	4%	3%	6%	11	0%	-0.4	0%
COc1cc(C=O)ccc1OCc1c(C)noc1C	-9%	-2%	1%	5%	nt	0%	-2.0	1%
CCC(C)c1ccc(O)c(NC(=O)c2cncc(Br)c2)c1 (stereo not given)	11%	0%	-14%	0%	nt	-11%	-1.3	-3%
Cc1cccc(CSc2nc3c(c(=O)[nH]2)CCC3)c1	11%	3%	3%	-4%	4	-9%	-1.6	1%
CC1(C)Cc2nc(-c3ccccc3)nc(SCC(=O)N3CCCC3)c2CO1	12%	1%	0%	-6%	4	-21%	1.5	3%

Results, repeating the preview:
SMILES	EPAC1 ag	EPAC1 antag	WRN inhibitor	EPAC2 antag	PI5P4K alpha inh	PLK1 PBD inh	CCT modulator	Mm-Cpn inhibitor
Cc1ccc2nc(-c3ccc(NC(=O)c4cccnc4)cc3)oc2c1	10%	-5%	-7%	4%	6	-5%	-2.5	-6%
O=[N+]([O-])c1cc(C(F)(F)F)cc([N+](=O)[O-])c1N1CCN(S(=O)(=O)c2ccccc2)CC1	3%	-10%	-26%[57.1 µM]	-6%	-4	-2%	-1.1	-1%
O=C(/C=C/N1CCOCC1)c1cc2ccccc2o1	-1%	-9%	-36%	-4%	?	-7%	-3.0	-11%
O=[N+]([O-])c1ccc(N2CCSCC2)cc1O	10%	-27%	3%	2%	-3	2%	1.7	-2%
O=C(CC1OC(=O)c2ccccc21)Nc1cccc(S(=O)(=O)N2CCCCCC2)c1 (stereo not given)	4%	-2%	-12%	-7%	-8	8%	-0.4	1%
COC(C[C@@H]1O[C@@H]1[C@@H](O)COCc1ccccc1)OC	-16%	4%	3%	6%	11	0%	-0.4	0%
COc1cc(C=O)ccc1OCc1c(C)noc1C	-9%	-2%	1%	5%	nt	0%	-2.0	1%
CCC(C)c1ccc(O)c(NC(=O)c2cncc(Br)c2)c1 (stereo not given)	11%	0%	-14%	0%	nt	-11%	-1.3	-3%
Cc1cccc(CSc2nc3c(c(=O)[nH]2)CCC3)c1	11%	3%	3%	-4%	4	-9%	-1.6	1%
CC1(C)Cc2nc(-c3ccccc3)nc(SCC(=O)N3CCCC3)c2CO1	12%	1%	0%	-6%	4	-21%	1.5	3%
CCc1nc2ccc(C(=O)NCc3ccccc3OC)cn2c1N(CC)Cc1cccc(Br)c1	3%	-21%	-9%	-16%	-2	-13%	-1.3	nt
O=C(NCCc1ccc(Cl)cc1)C1CCN(C(=O)N2CCOc3ccccc32)CC1	-7%	-19%	6%	-3%	-1	-14%	-1.2	-3%
Cc1ccc(C(=O)C2CC2)c(C)c1	-7%	4%	-2%	11%	2	-2%	0.5	nt
CCOC(=O)Cn1nc(/C=C/c2ccccc2)ccc1=O	13%	-19%	-23%	2%	-7	-7%	-2.6	-3%
Cc1noc(C)c1COc1ccccc1C(=O)NC(C)CCc1ccccc1 (stereo not given)	6%	?	2%	?	3	-8%	1.9	nt
CC(C)C(=O)N1N=C2CCCCC2C1(O)C(F)(F)F (stereo not given)	9%	-24%	-6%	4%	-1	-6%	-2.3	0%
Cc1ccccc1-c1cc(-c2ccccc2O)on1	17%	-6%	-9%	-1%	nt	-7%	0.0	2%
CCC(=O)N(C)C[C@H]1Oc2cc(-c3ccccc3F)ccc2S(=O)(=O)N([C@H](C)CO)C[C@H]1C	1%	1%	-2%	3%	2	-10%	1.7	nt
O=C(CSc1nnc(-c2cc3ccccc3cc2O)n1Cc1ccco1)N1CCc2ccccc2C1	11%	4%	-29%	7%	nt	-19%	2.7	-6%
O=C(c1cccc(Cl)c1)N1CCCC(C(=O)N2CCCCCC2)C1 (stereo not given)	-4%	5%	8%	0%	0	-6%	-0.4	3%
COc1ccc(N2CC(C(=O)Nc3ccncc3)CC2=O)cc1 (stereo not given)	-8%	-3%	6%	3%	2	1%	-2.2	1%
CN=c1scc(-c2ccccc2F)n1/N=C/c1ccc[nH]1	-2%	-4%	0%	-1%	-25	-3%	2.0	-3%
CCN(CC(=O)Nc1cccc(F)c1)Cc1nc2ccccc2c(=O)[nH]1	0%	-9%	4%	8%	-1	6%	1.4	-3%
CC(=O)N1CCN(c2ccc(NC(=O)c3ccc(Cl)c([N+](=O)[O-])c3)cc2)CC1	-3%	-14%	-4%	0%	-5	4%	1.7	-1%
COc1cc2nc(N(CCCN(C)C)C(=O)c3ccc(S(=O)(=O)N4CCc5ccccc54)cc3)sc2cc1OC	9%	-18%	-10%	-11%	-25	-20%	-1.0	-2%
COCCN(CCOC)Cc1c(C)[nH]c2ccccc2c1=O	-3%	5%	0%	12%	-5	-1%	0.4	0%
CSc1ccccc1NC(=O)COc1ccccc1Cl	14%	6%	2%	-32%	26	-6%	-2.7	-1%
O=C(CCN1CCN(c2ccccc2)CC1)NNC(=O)Cc1c(F)cccc1Cl	1%	-17%	-35%	18%	-17	-15%	0.3	3%
CN(C)C(=O)c1ccc(-n2cccn2)nc1	2%	-13%	-32%	1%	-6	-16%	-2.6	2%
CCOc1ccc(/C=N/NC(=O)c2cc3c(OC)cccc3[nH]2)cc1	1%	-7%	-9%[11.6 µM]	12%	0	-21%	-4.7	-2%
COc1ccc(NC(=O)CN(C)CC(=O)NC2CCC(C)CC2)cc1 (stereo not given)	-10%	9%	6%	0%	0	-1%	0.8	-2%
C=CCN1C(=O)c2ccccc2Sc2ccc(C(=O)N3CCN(C)CC3)cc21	-1%	1%	-8%	5%	7	-2%	1.5	-2%
O=C(c1ccc(OC2CCN(Cc3ccccn3)CC2)cc1)N1CCCCO1	5%	-2%	-4%	3%	9	-2%	-0.8	-1%
CCOC(=O)c1cccc(NC(=O)CCCn2c(=O)c3cccn3c3cccnc32)c1	8%	-8%	3%	3%	-7	-6%	0.0	-2%
C=C(C)c1cccc(C(C)(C)NC(=O)Nc2ccc(C(C)=O)cc2)c1	-6%	-20%	2%	-1%	-6	-2%	-0.3	0%
CCOc1ncccc1C(=O)Nc1ccc(S(=O)(=O)Nc2nccs2)cc1	1%	?	-14%	-9%	-19	-5%	-2.5	3%

An excerpt from above in order of SMILES length, falling:
SMILES	EPAC1 ag	EPAC1 antag	WRN inhibitor	EPAC2 antag	PI5P4K alpha inh	PLK1 PBD inh	CCT modulator	Mm-Cpn inhibitor
C=CCN1C(=O)c2ccccc2Sc2ccc(C(=O)N3CCN(C)CC3)cc21	-1%	1%	-8%	5%	7	-2%	1.5	-2%
O=C(CCN1CCN(c2ccccc2)CC1)NNC(=O)Cc1c(F)cccc1Cl	1%	-17%	-35%	18%	-17	-15%	0.3	3%
CN(C)C(=O)c1ccc(-n2cccn2)nc1	2%	-13%	-32%	1%	-6	-16%	-2.6	2%

More entries
SMILES	EPAC1 ag	EPAC1 antag	WRN inhibitor	EPAC2 antag	PI5P4K alpha inh	PLK1 PBD inh	CCT modulator	Mm-Cpn inhibitor
Cc1cc(Cl)nc(-n2nc(C)cc2C)n1	-1%	-15%	?	-5%	-8	-6%	0.1	1%
CC(=O)Nc1nnc(SCC(=O)c2ccc3c(c2)Cc2ccccc2-3)s1	-2%	16%	15%	19%	-7	-1%	2.3	-8%
O=c1[nH]c(CN2CCN(c3ccccc3O)CC2)nc2ccccc12	-18%	12%	3%	6%	-7	1%	-4.0	-1%
CCOC(=O)C1CCN(C(=O)c2ccc(S(=O)(=O)Nc3ccccc3OC)cc2)CC1	11%	2%	2%	-4%	4	4%	-4.4	0%
Cc1cccc(OCC(=O)OCC(=O)Nc2ccc(Cl)cn2)c1	-7%	-8%	-10%	-14%	-1	7%	1.4	0%
C#C[C@]1(O)CC[C@H]2[C@@H]3CCc4cc(OC)ccc4[C@H]3CC[C@@]21C	-16%	3%	0%	-15%	3	-6%	-2.5	1%[15.4 µM]
CN1CCN(c2nc3c(c(=O)[nH]c(=O)n3C)n2CCCSc2ncccn2)CC1	0%	0%	1%	4%	3	-2%	-0.7	0%
Cc1ccc(S(=O)(=O)N2CCN(C(=O)CCN3C(=O)c4ccccc4C3=O)CC2)cc1C	9%	-10%	-5%	1%	-2	-5%	-5.3	1%
OCCOCCNc1ncnc2c1cnn2-c1ccc(Cl)cc1	14%	0%	-33%	-2%	-13	-13%	-2.5	-5%
COc1ccc(NC(=O)C[C@H]2C(=O)N(c3ccc(OC)cc3)C[C@@H]2CSC)cc1	-5%	-4%	-3%	5%	4	-6%	-1.1	nt
Cc1cc(C(=O)Nc2ccc(F)cc2F)on1	-20%	-17%	-2%	8%	4	-4%	2.5	-4%
COc1ccc(C(=O)c2[nH]c(N)c(C(=O)NCCc3c[nH]c4ccccc34)c2-c2ccc(Br)cc2)cc1	-4%	-3%	-5%	-4%	-3	-2%	-0.1	nt
CCn1nc(C)c(NC(=O)/C=C/c2cnn(C)c2)c1C	-7%	-4%	-1%	8%	nt	-6%	0.1	1%
Cc1nnc(SCC(=O)Nc2ccccc2N2CCOCC2)s1	-4%	2%	3%	-1%	nt	-2%	-1.4	1%
O=C(O)c1cc(NS(=O)(=O)c2cccc3nsnc23)cc(C(=O)O)c1	-3%	-1%	8%	16%	-1	-4%	-4.1	1%
CN(C)CCNc1ncnc2c1ncn2[C@H]1CN(Cc2cccs2)C[C@@H](CO)O1	5%	13%	10%	8%	2	-1%	0.4	nt
CC(C)CC(N)c1csc(Nc2ccc(C(=O)NCCO)cc2)n1 (stereo not given)	-13%	-7%	1%	4%	5	-4%	-3.6	nt
COc1cc(C(=O)Nc2ccc(Cl)c(C(F)(F)F)c2)cc(OC)c1OC	-2%	-23%	-16%	-24%	20	2%	0.4	4%
O=C(CCS(=O)(=O)c1ccccc1)Nc1nc2cc3c(cc2s1)OCO3	-10%	-20%	-31%	-8%	7	-9%	-1.2	-5%
COCOCCn1cc(CN2CCS(=O)(=O)N(Cc3ccc(-c4ccccc4)cc3)C(C(C)C)C2=O)nn1 (stereo not given)	-4%	-9%	-6%	?	14	-2%	-3.3	nt
